Screening results from PubChem BioAssay.
HIF-2a block – HIF-2a inhibition | inhibition, % at 18.8 µM | 786-0 RCC cells HIF-2a reporter, luciferase luminescence, overnight | 360,000 tested, 0.72% active | AID 624352;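 active = inhibition of the luminescence signal of 40% or more relative to plate controls, in a single-dose primary screen at 18.75 µM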
NR2E3 ag-1 – human photoreceptor-specific nuclear receptor agonism; AID 602229; inhibition of corepressor binding, % at 3.98 µM; Q9Y5X4; 360,000 tested, 0.35% active; CHO-S Gal4-NCOR/VP16-NR2E3 two-hybrid, luciferase;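 active = inhibition above the mean of all tested compounds plus 3 SD, cut at about 70% in these data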;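 also: 0% = DMSO with NR2E3 transfected cells and 100% = cells lacking NR2E3 construct; higher means lower luciferase signal from less NR2E3 corepressor binding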
Target sequence (Q9Y5X4 whole entry, looked up, the tested form may be a part): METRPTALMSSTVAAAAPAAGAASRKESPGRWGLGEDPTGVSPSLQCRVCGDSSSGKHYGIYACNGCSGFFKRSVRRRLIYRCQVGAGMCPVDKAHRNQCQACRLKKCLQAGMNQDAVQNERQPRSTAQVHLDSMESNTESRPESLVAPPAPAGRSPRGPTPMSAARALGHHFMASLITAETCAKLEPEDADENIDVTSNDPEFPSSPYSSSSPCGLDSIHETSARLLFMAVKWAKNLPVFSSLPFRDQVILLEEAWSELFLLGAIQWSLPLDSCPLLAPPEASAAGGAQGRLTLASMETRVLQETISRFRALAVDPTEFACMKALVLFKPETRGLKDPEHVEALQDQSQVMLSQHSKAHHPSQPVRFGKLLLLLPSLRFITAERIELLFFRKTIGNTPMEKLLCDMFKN
CF NFkB block – inhibitors of cystic fibrosis induced NF-kB | KKLEB NF-kB-GFP reporter, PAF-induced, GFP fluorescence overnight | AID 588850 | inhibition, % at 5 µM | 360,000 tested, 0.86% active;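 active = at least 50% inhibition at 5 µM, scaled per plate between neutral and stimulator controls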;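 also: PAF is a Pseudomonas aeruginosa culture filtrate used as stimulus; plate controls were PAF-stimulated DMSO wells for no effect and unstimulated DMSO wells for full effect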
NR2E3 ag-2 – agonists of human nuclear receptor NR2E3; Q9Y5X4; GST-NR2E3/biotin-RetCOR TR-FRET, 1536-well; inhibition of corepressor binding, % at 4.78 µM; 320,000 tested, 0.12% active; AID 2300;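 active = percent inhibition above the cutoff of mean plus 3 SD of all tested compounds, set per screening campaign, cut at about 20% in these data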;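 also: 0% = DMSO wells and 100% = biotin wells as full block of FRET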
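Material – GST-tagged NR2E3 plus biotinylated RetCOR corepressor · Quantity – NR2E3 fusion 1.35 nM · Times – 5 h incubation at 4 °C · Medium – pH 7.5 Tris-based buffer · Technique – TR-FRET, Eu(K)-anti-GST donor, streptavidin-D2 acceptor, ex 340, em 617/671 nm · Benchmarks – high control biotin, low control 0.6% DMSO · Format – 1536-well plates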
MITF TRPM1 inh – inhibitors of MITF-driven TRPM1 promoter in melanoma cells. 330,000 tested, 0.83% active. SK-MEL-5 TRPM1 promoter luciferase, 24 h. inhibition, % at 12.5 µM;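 active = mean inhibition across replicates of 60% or more, whatever share of single replicates reaches that level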; also: values of inactives mirror those of a sister screen read the other way
TWEAK Fn14 block – blocks TWEAK-Fn14 interaction in a reporter cell assay. TWEAK-stimulated Fn14 reporter cells, luciferase luminescence, 8 h. inhibition, % at 10 µM. 360,000 tested, 2% active. AID 1159606; in the data active = inhibition above about 50%
Shn3 inh set2 – Schnurri-3 reporter inhibition in Clone20 osteoblasts; inhibition, % at 12.5 µM; Clone20 osteoblast Shn3 3'UTR firefly luciferase, 24 h; 360,000 tested, 0.52% active;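 active = mean inhibition of at least 75% with every replicate also reaching 75%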;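 also: 0% = median of neutral control wells and 100% = pilot-screen positive control compound; some compounds past the cut are filed as inactive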
KKLEB tox – reduces viability of KKLEB cystic fibrosis airway cells | activity change (cytotoxicity), % at 5 µM | AID 602141 | 360,000 tested, 0.36% active | KKLEB CF airway cells viability, ATPlite luminescence, overnight; active compounds read low; cells stimulated with P. aeruginosa culture filtrate;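 active = corrected activity change at or below -50% at 5 µM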
iPSC survival up – hiPSC single-cell survival enhancement; AID 602274; 360,000 tested, 0.044% active; survival enhancement, % at 20 µM; ATPlite luminescence; 100% = ROCK inhibitor wells, 0% = DMSO; in the data active = survival enhancement above about 18%;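 also: cells exposed to compounds for 16 hours before the ATP read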
aDG glyco act – alpha-DG glycosylation activation; activation, % at 10 µM; Pro5-aDG cells, alpha-DG glycosylation AlphaScreen (IIH6); 0% Pro5, 100% B10-LARGE cell signal; 360,000 tested, 0.22% active; AID 624168;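 active = activation of at least 8% versus controls, or a plate z-score of at least 8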;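 also: Pro5 are CHO cells carrying HIG-tagged alpha-DG that lacks glycosylation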
Peg3 promoter – reduces Peg3 promoter-driven luciferase expression in HeLa; HeLa PEG-Prom luciferase reporter, luminescence, overnight; inhibition, % at 20 µM; 360,000 tested, 1.7% active; AID 588405;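 active = inhibition of at least 50% at 20 µM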
An asterisk follows results filed as active; . = not tested or not shown.

The opening 11 entries, to show the layout:
SMILES	HIF-2a block	NR2E3 ag-1	CF NFkB block	NR2E3 ag-2	MITF TRPM1 inh	TWEAK Fn14 block	Shn3 inh set2	KKLEB tox	iPSC survival up	aDG glyco act	Peg3 promoter
O=C(O)c1ccc(-n2cccn2)nc1	17	-27	19	4	2	1	2	0	-0.6	-0.3	-1
CS(=O)(=O)N(CC(=O)N1CCN(c2ccccc2)CC1)c1ccc(Cl)c(C(F)(F)F)c1	19	26	6	-1	12	4	21	-4	-0.6	0.5	26
Cc1ccc(S(=O)(=O)N2CCC(C(=O)O)CC2)cc1C(=O)O	4	-5	11	1	12	-5	4	-5	-1.3	0.0	2
Cc1ccc(-c2nn(-c3ccccc3)cc2C(=O)N2CCN(c3ccccn3)CC2)cc1	-26	-2	29	1	1	9	15	-5	-1.2	0.8	3
CCOC(=O)N1CCN(C(=O)/C(=C/c2cccs2)NC(=O)c2ccc(OC)c(OC)c2)CC1	4	-3	-8	1	3	-3	-3	14	1.9	-0.2	-17
CC(=O)N1c2ccc(S(=O)(=O)NCCC(=O)NCCc3ccc(C)cc3)cc2CC1C (centres undefined)	10	7	0	1	11	-20	71	-11	0.0	0.2	9
COc1ccc(CN(Cc2ccccn2)S(=O)(=O)c2ccc(-n3cnnn3)c(OC)c2)cc1	-8	-27	-11	-3	4	-17	15	-12	1.8	0.1	-1
CCSc1nc2c(c(=O)n(C)c(=O)n2C)n1Cc1ccc(Cl)cc1	26	-17	5	3	12	-15	12	-7	6.6	1.0	32
COc1ccc(C(=O)NCC(c2ccco2)N2CCc3ccccc32)c(OC)c1 (centres undefined)	11	-1	5	-3	18	21	20	-3	-0.4	1.1	23
CCN(CC)C(=O)C1=C(C)N(CCCOC)C(=O)C(CC(=O)NCc2cccc3ccccc23)C1 (centres undefined)	-5	-12	-2	.	.	9	5	-2	3.6	-0.1	15
Cc1cc(NC(=O)c2ccc(COc3ccccc3Cl)o2)no1	-2	-3	8	4	-2	-9	15	2	0.5	2.1	-7

The whole of this part, from the first entry:
SMILES	HIF-2a block	NR2E3 ag-1	CF NFkB block	NR2E3 ag-2	MITF TRPM1 inh	TWEAK Fn14 block	Shn3 inh set2	KKLEB tox	iPSC survival up	aDG glyco act	Peg3 promoter
O=C(O)c1ccc(-n2cccn2)nc1	17	-27	19	4	2	1	2	0	-0.6	-0.3	-1
CS(=O)(=O)N(CC(=O)N1CCN(c2ccccc2)CC1)c1ccc(Cl)c(C(F)(F)F)c1	19	26	6	-1	12	4	21	-4	-0.6	0.5	26
Cc1ccc(S(=O)(=O)N2CCC(C(=O)O)CC2)cc1C(=O)O	4	-5	11	1	12	-5	4	-5	-1.3	0.0	2
Cc1ccc(-c2nn(-c3ccccc3)cc2C(=O)N2CCN(c3ccccn3)CC2)cc1	-26	-2	29	1	1	9	15	-5	-1.2	0.8	3
CCOC(=O)N1CCN(C(=O)/C(=C/c2cccs2)NC(=O)c2ccc(OC)c(OC)c2)CC1	4	-3	-8	1	3	-3	-3	14	1.9	-0.2	-17
CC(=O)N1c2ccc(S(=O)(=O)NCCC(=O)NCCc3ccc(C)cc3)cc2CC1C (centres undefined)	10	7	0	1	11	-20	71	-11	0.0	0.2	9
COc1ccc(CN(Cc2ccccn2)S(=O)(=O)c2ccc(-n3cnnn3)c(OC)c2)cc1	-8	-27	-11	-3	4	-17	15	-12	1.8	0.1	-1
CCSc1nc2c(c(=O)n(C)c(=O)n2C)n1Cc1ccc(Cl)cc1	26	-17	5	3	12	-15	12	-7	6.6	1.0	32
COc1ccc(C(=O)NCC(c2ccco2)N2CCc3ccccc32)c(OC)c1 (centres undefined)	11	-1	5	-3	18	21	20	-3	-0.4	1.1	23
CCN(CC)C(=O)C1=C(C)N(CCCOC)C(=O)C(CC(=O)NCc2cccc3ccccc23)C1 (centres undefined)	-5	-12	-2	.	.	9	5	-2	3.6	-0.1	15

Individual results from above:
`CCSc1nc2c(c(=O)n(C)c(=O)n2C)n1Cc1ccc(Cl)cc1` in NR2E3 ag-1 is listed with -17
`COc1ccc(C(=O)NCC(c2ccco2)N2CCc3ccccc32)c(OC)c1` (centres undefined) in NR2E3 ag-1 is listed with -1

The list goes on:
SMILES	HIF-2a block	NR2E3 ag-1	CF NFkB block	NR2E3 ag-2	MITF TRPM1 inh	TWEAK Fn14 block	Shn3 inh set2	KKLEB tox	iPSC survival up	aDG glyco act	Peg3 promoter
Cc1cc(NC(=O)c2ccc(COc3ccccc3Cl)o2)no1	-2	-3	8	4	-2	-9	15	2	0.5	2.1	-7
CNc1nc(C)nc(-c2ccccc2O)n1	-126	-31	11	1	-18	11	-9	-12	-1.3	0.0	-101
CCOC(=O)C1=C(Cn2cnc3ccccc32)NC(=O)NC1c1cc(C)ccc1C (centres undefined)	12	2	23	-1	13	11	4	10	3.2	-0.4	30
CCc1[nH]c(=O)c(C#N)c2c1CCCC2	10	-1	1	2	-4	5	-7	5	0.4	0.0	4
COc1cc(NC(=O)c2ccc(Cl)cc2)c(OC)cc1NC(=O)CN1CCOCC1	-31	-24	18	3	-5	4	-1	-23	-0.6	-0.1	-184
Cc1oc2cc([N+](=O)[O-])c(O)c([N+](=O)[O-])c2c1C(=O)c1ccc(Br)cc1	18	-11	18	-1	6	20	-9	0	-0.1	0.1	14
CCOC(=O)c1ccc(NC(=O)Cc2cccs2)cc1	-201	-66	13	3	-65	-13	-39	0	-0.6	0.1	-222
COc1ccc(OC)c(-c2csc(NC(=O)CSc3ccc(Br)cc3)n2)c1	-10	-1	-10	-1	-4	21	6	0	-0.2	0.4	0
C=CC[n+]1c(-c2ccc(OC)cc2)csc1NNC(=O)Nc1ccccc1	-80	-50	9	4	6	4	22	2	-1.5	2.1	1
CN(C)CCCNc1cc(O)c2ncccc2c1	17	-14	35	.	55	6	-5	-1	-3.9	0.5	81*
CN(C)S(=O)(=O)c1ccc(N2CCCC2)c(C(=O)NC2CCCCC2)c1	9	-1	-7	1	-3	-5	2	12	-0.6	-0.3	6
COc1ccc(OCc2nnc(SCC(=O)NNC(=O)c3ccc(C)cc3)n2C)cc1	-2	-4	-24	0	4	9	3	12	0.2	-0.4	-11
CC(C)Oc1ccc(Cn2c(-c3ccco3)n[nH]c2=S)cc1	0	3	-7	0	2	5	-4	0	3.9	-0.1	3
COc1ccc(S(=O)(=O)Cc2ccc(C(=O)NCc3ccccc3)o2)cc1	2	1	-11	-1	7	6	11	6	-0.4	-0.2	-4
CC1Cc2ccccc2N1C(=O)CSc1nnc2c(n1)[nH]c1ccc(F)cc12 (centres undefined)	-16	-23	4	3	15	23	21	-3	-0.1	0.1	47
CCCN(C)C1CN(Cc2cn(Cc3ccc(Cl)cc3)nn2)S(=O)(=O)C1 (centres undefined)	1	2	.	.	.	23	.	.	0.9	-0.2	.
COc1ccccc1C1C2=C(CC(C)(C)CC2=O)Nc2nnnn21 (centres undefined)	10	14	6	3	7	18	-7	0	-1.4	-0.1	9
COc1ccc2c(c1)CC(C)C/C2=N\NC(=O)c1ccco1 (centres undefined)	11	-76	-1	1	-5	-8	-23	2	1.1	0.3	12
NCCCC[C@@H]1NC(=O)c2cc([N+](=O)[O-])cc(I)c2SC[C@@H](C(=O)NCC(N)=O)NC(=O)CNC1=O	3	-8	5	2	1	13	6	-4	0.0	0.0	6
CN1/C(=C/C=N/n2cnnc2)C(C)(C)c2ccccc21	1	-13	-2	-1	24	-1	35	9	-0.3	0.0	29
CCc1ccc(C(=O)NNc2ccc(Cl)cc2)cc1	-157	-4	3	2	-23	2	38	5	-0.4	1.0	-111
Nc1ccc2nc(CN3CCOCC3)[nH]c2c1	3	5	1	1	-1	-13	-3	0	9.2	0.0	11
COc1cc(-c2c(C#N)c(N)nc3c2c(C)nn3-c2ccc(C)c(C)c2)cc(OC)c1OC	22	5	-14	4	15	46	32	-6	-1.2	2.1	23
CC(=O)OC(C(=O)N1CCN(c2ccc(F)cc2)CC1)c1ccccc1 (centres undefined)	11	-26	-2	0	-13	-14	-11	1	-0.4	-0.2	17
CSc1nnc(NC(=O)c2cc(=O)c3cc(C)cc(C)c3o2)s1	-16	7	13	1	-2	-19	6	0	-0.3	-0.1	3
CCNC(=S)Nc1ccc(OCc2nc3ccccc3s2)cc1	-246	-79	15	1	-23	6	-89	5	-0.3	-0.2	-245
N#Cc1ccc(C23CC4(C2)[C@H](CN(Cc2cccnc2)[C@@H]4c2ccccc2)C3c2ccccc2)cc1 (some centres undefined)	10	-4	17	-1	14	-10	3	-16	-0.9	-0.3	24
COc1ccc(NC(=O)C2Cc3c(-c4ccco4)ccnc3O2)cc1OC (centres undefined)	-3	24	12	.	.	30	45	-7	-0.4	1.1	10
O=C(C1CCCCC1)N1CCN(c2nc(-c3ccc(F)cc3)cs2)CC1	-5	-13	7	3	2	-22	21	-6	-0.7	-0.1	-6
CC1CCc2c(nc3ncnn3c2NCCc2ccccc2F)C1 (centres undefined)	-22	-18	31	0	-26	-15	4	0	-2.5	3.1	-13
CN(C)S(=O)(=O)c1ccc(N2CCCC2)c(C(=O)NCc2cccc(C(F)(F)F)c2)c1	9	-5	6	-3	1	-7	0	-8	-1.3	-0.2	16
CCCc1cc(=O)[nH]c(SCC(=O)Nc2cccc(S(=O)(=O)N3CCCCC3)c2)n1	3	4	20	0	2	11	3	14	0.5	-0.2	3
CC(C)(C)c1cc2nc(NCCOc3ccccc3)ccn2n1	-56	-50	-1	.	.	-19	-5	8	-1.1	0.0	-46
Cc1cc(O)c(-c2cc(C(=O)NCCc3ccc(S(N)(=O)=O)cc3)[nH]n2)cc1C	-2	-4	2	0	0	-16	7	-5	0.4	-0.1	-20
COc1cc(C(=O)NCC(=O)N/N=C\C(C)=C/c2ccccc2)cc(OC)c1OC	5	2	-11	-1	12	1	-10	-3	-0.4	0.1	3
